Bioassay records: PubChem, several laboratories
GASC-1 inh: inhibitors of GASC-1 histone demethylase, primary screen, biochemical, fluorescence, DELFIA europium | GST-JMJD2C(1-420) H3K9me3 demethylation | inhibition, % at 2.35 µM | 0.069% of 330,000 active | AID 2099, 2009;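 active = more than half of a compound's replicate wells show inhibition beyond 50%, single wells judged on their own value; inconclusive = some, but no more than half, of replicates pass 50% inhibition; inactive = no replicate passes 50% inhibition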;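 note: signal counts dimethyl H3K9 product captured on neutravidin plate; 0% = median of DMSO wells and 100% = 0.3 times that DMSO median; strong numbers were not always called active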
Target sequence (Q9H3R0 1-420 limits assumed): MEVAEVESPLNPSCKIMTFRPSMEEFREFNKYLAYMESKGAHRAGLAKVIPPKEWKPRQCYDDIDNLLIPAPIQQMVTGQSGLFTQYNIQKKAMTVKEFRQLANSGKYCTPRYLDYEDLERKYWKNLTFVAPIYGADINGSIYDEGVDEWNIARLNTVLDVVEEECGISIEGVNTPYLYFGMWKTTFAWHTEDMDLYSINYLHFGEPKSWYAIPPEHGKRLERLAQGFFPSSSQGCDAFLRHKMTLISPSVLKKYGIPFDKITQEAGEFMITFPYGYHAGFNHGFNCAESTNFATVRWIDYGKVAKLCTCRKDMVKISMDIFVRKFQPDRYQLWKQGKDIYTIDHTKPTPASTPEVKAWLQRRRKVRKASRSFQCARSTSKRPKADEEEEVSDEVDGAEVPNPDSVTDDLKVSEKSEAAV
CR mimetic SO: reduction of superoxide in aged yeast, primary screen, HTS; S. cerevisiae aged cells, superoxide DHE fluorescence; stronger effect = lower value; superoxide response (% of plate mean), % at 10 µM; 0.18% of 330,000 active; AID 2690, 2010;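 active = superoxide response under a set limit, about three screen SD below normal, cut at about 65% in these data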;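 note: yeast aged for seven days with compound at 30 °C before DHE staining; 100% = average MFI of all compound-treated wells on the plate with controls excluded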
AHR activator: AHR activators, primary screen, cell-based, luminescence, luciferase reporter, human; AID 2796, 2010; AHR-responsive luciferase reporter cells; activation, % at 5 µM; 2.5% of 320,000 active; in the data active = activation above about 47%;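 note: 0% = vehicle wells and 100% = reference agonist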
proCasp7 act: procaspase-7 activators, primary screen, counter-screen for procaspase-3 activator project, biochemical, absorbance, HTS, human; AID 463210, 2010; 0.093% of 330,000 active; activation, % at 8.5 µM; recombinant procaspase-7, Ac-DEVD-pNA absorbance 405 nm; D23A/D198A/D206A triple mutant, cannot self-cleave; scale: DMSO 0, 5 µM enzyme 100;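 active = percent activation above the screen-wide mean plus 3 SD, cut at about 25% in these data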
Target sequence (P55210 whole entry D23A/D198A/D206A): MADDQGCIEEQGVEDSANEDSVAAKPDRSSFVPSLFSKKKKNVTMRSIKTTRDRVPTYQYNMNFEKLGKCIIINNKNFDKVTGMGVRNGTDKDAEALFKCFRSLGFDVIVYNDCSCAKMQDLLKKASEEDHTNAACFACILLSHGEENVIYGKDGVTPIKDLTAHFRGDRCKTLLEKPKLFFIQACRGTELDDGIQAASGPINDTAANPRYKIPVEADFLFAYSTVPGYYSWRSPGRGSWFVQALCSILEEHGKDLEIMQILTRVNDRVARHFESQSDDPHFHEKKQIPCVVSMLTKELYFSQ
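Detection: p-Nitroaniline absorbance at 405 nm, read at 0 and 120 min; system: Uncleavable procaspase-7 mutant enzyme; evaluation: % activation from two-timepoint absorbance difference, scaled to controls; times: 1 h enzyme–compound preincubation and 2 h substrate reaction, both 25 °C; buffer or medium: Zinc-free HEPES pH 7.4 with 300 mM NaCl, 0.01% Triton X-100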
RPL19A TOR yeast: RPL19A-GFP expression modulators in yeast, primary screen, cell-based, S. cerevisiae, multiplex flow cytometry, MLPCN | percent response vs DMSO, % at 10 µM | 0.3% of 330,000 active | S. cerevisiae RPL19A-GFP strain, 3 h; stronger effect = lower value;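 active = percent response vs DMSO below 50%; inconclusive = fewer than 70 events counted for the yeast strain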;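 note: median channel GFP fluorescence of the barcoded RPL19A-GFP strain; ratio of sample median GFP to plate DMSO average so 100% = DMSO; lower means less RPL19A-GFP as with rapamycin TOR inhibition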
procasp3 activ: activators of human procaspase-3 D3A mutant, primary screen, biochemical, absorbance, PC-3 D3A mutant, single concentration; recombinant procaspase-3 D3A, Ac-DEVD-pNA absorbance 405 nm; activation, % at 8.5 µM; 0.11% of 330,000 active; AID 463141, 2010;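 active = activation above the mean of all tested compounds plus 3 SD, cut at about 21% in these data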;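 note: 0% = DMSO alone and 100% = DMSO wells spiked with extra 5 µM PC-3 D3A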
Target sequence (P42574 whole entry D9A/D28A/D175A): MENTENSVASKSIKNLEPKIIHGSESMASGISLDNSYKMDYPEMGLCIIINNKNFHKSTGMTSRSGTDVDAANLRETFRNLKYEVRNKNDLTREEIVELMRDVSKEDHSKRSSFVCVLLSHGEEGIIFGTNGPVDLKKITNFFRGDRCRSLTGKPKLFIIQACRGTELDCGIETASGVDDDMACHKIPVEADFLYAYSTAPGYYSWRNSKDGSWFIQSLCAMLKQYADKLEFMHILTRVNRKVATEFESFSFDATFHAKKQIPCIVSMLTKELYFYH
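Test system: Procaspase-3 D3A mutant, all three cleavage aspartates alanine | Dosing: Single dose, 8.5 µM nominal compound, 0.8% DMSO | Schedule: 1 h preincubation, 2 h reaction | Technique: 405 nm absorbance of p-nitroaniline, reads at 0 and 120 min | Repeats: One well per compound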
MEP2 TOR yeast: modulators of MEP2-GFP levels in yeast, primary screen, S. cerevisiae, multiplex flow cytometry, MLPCN library. S. cerevisiae MEP2-GFP strain, 3 h; 100% = DMSO control level. GFP response vs DMSO, % at 10 µM. 0.51% of 330,000 active;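 active = GFP response versus DMSO above a set limit, roughly screen mean plus 3 SD, cut at about 180% in these data; inconclusive = fewer than 70 cells counted for a yeast strain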;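 note: median GFP fluorescence of the barcode-gated MEP2-GFP cells per well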
LAP4-GFP MLPCN: modulators of LAP4-GFP expression in yeast, primary screen, S. cerevisiae, multiplex flow cytometry, MLPCN library | 3 h; median GFP as percent of DMSO wells | GFP response vs DMSO, % at 10 µM | 0.34% of 320,000 active;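 active = GFP response vs DMSO above a set limit, about the screen mean plus 3 SD, cut at about 150% in these data; inconclusive = under 70 cell events counted for the yeast strain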
Starred values were filed as active, the others as inactive; ? = inconclusive; nt = no result given.

canonical_smiles	GASC-1 inh	CR mimetic SO	AHR activator	proCasp7 act	RPL19A TOR yeast	procasp3 activ	MEP2 TOR yeast	LAP4-GFP MLPCN
COc1ccc(NC(=S)c2ccc3ccccc3n2)cc1	-9	103	46	-24	96	-15	102	96
CCOc1ccc(Cc2nnc(SCC(=O)Nc3ccc(C(C)=O)cc3)[nH]c2=O)cc1	0	98	2	-11	94	-11	104	105
CN(CCc1ccccn1)C(=O)c1cc(COc2ccc(F)cc2F)on1	7	103	-1	3	100	2	110	113
O=C(N/N=C/c1ccccn1)C(=O)N1CCCCCC1	-5	95	-1	-2	110	3	111	106
Cc1ccc(CNC(=O)c2ccc(OCC(C)C)cc2)n1C	5	105	nt	nt	93	nt	112	103
COc1ccc(-c2nnc(NC(=O)CSc3ccc(C)cc3)s2)cc1OC	4	107	4	0	104	2	103	102
CS(=O)(=O)Nc1ccc(C2=NN(S(C)(=O)=O)C(c3cccs3)C2)cc1 (stereo not drawn)	0	91	3	6	103	3	101	105
Cc1c(NS(=O)(=O)c2ccccc2)cc(Cl)c(O)c1C	4	142	7	5	100	-3	104	99
CCCCN(C)CCn1c(=S)[nH]c2cc(OCC)c(OCC)cc2c1=O	6	92	15	-11	95	-11	99	92
Cc1ccc(Cn2c(=N)c(C(=O)NCC3CCCO3)cc3c(=O)n4cccc(C)c4nc32)cc1 (stereo not drawn)	-2	120	10	-16	102	-9	101	105
Cn1c(=O)c2ccccc2n(Cc2cccc(F)c2)c1=O	16	100	0	8	98	11	179*	100
O=C(c1ccccc1F)N1CCN=C1c1ccccc1	-1	101	-1	-2	108	3	101	106
CC(=O)Nc1ccccc1OCC(O)CS(=O)(=O)c1ccc(C(F)(F)F)cn1 (stereo not drawn)	116	92	0	1	108	1	119	107
COc1ccc2[nH]c3c(c2c1)CCNC3c1ccc([N+](=O)[O-])o1 (stereo not drawn)	1	86	5	-20	135	-35	498*	314*
O=S(=O)(c1cccc2nsnc12)N1CCN(C/C=C/c2ccccc2)CC1	2	101	-1	-1	100	-61	101	108
COc1ccc(OC)c(CN2CCSCC2)c1	4	102	nt	nt	103	nt	108	101
C=C(C)CSc1nc2sc3c(c2c(=O)n1-c1ccc(OC)cc1)CCN(C)C3	8	100	nt	nt	102	nt	104	88
COC(=O)c1nc2n(n1)C(c1ccc(OC)c(OC)c1)C(C(=O)OC1CCCCC1)=C(C)N2 (stereo not drawn)	9	107	-1	-6	104	3	110	102
O=C(c1ccc(CS(=O)(=O)c2ccc(Br)cc2)o1)N1CCCC1	-5	105	-3	1	92	9	107	98
N#Cc1ccc(Oc2nc(C(N)=O)cc(-c3ccccc3)n2)cc1	5	89	10	0	97	4	96	91

The last three records of the part before are carried over, then new ones follow.
canonical_smiles	GASC-1 inh	CR mimetic SO	AHR activator	proCasp7 act	RPL19A TOR yeast	procasp3 activ	MEP2 TOR yeast	LAP4-GFP MLPCN
COC(=O)c1nc2n(n1)C(c1ccc(OC)c(OC)c1)C(C(=O)OC1CCCCC1)=C(C)N2 (stereo not drawn)	9	107	-1	-6	104	3	110	102
O=C(c1ccc(CS(=O)(=O)c2ccc(Br)cc2)o1)N1CCCC1	-5	105	-3	1	92	9	107	98
N#Cc1ccc(Oc2nc(C(N)=O)cc(-c3ccccc3)n2)cc1	5	89	10	0	97	4	96	91
Cc1cc(-n2cnc(-c3cn(C)nc3C)n2)no1	-18	112	10	8	101	6	124	121
CCc1nnc(SCC(=O)NC2CCCCC2)nc1CC	-1	91	-1	-2	101	-4	97	99
COc1ccc(COCC(O)CN2CCCC(C(F)(F)F)C2)cc1 (stereo not drawn)	5	100	2	2	96	2	96	97
COc1ccccc1N(CC(=O)Nc1ccc2c(c1)OCO2)S(=O)(=O)c1ccccc1	10	100	98*	-10	96	5	100	92
Cc1nn(C(C)C(=O)NC2CC2)c(=O)c2nn(-c3ccccc3)c(C)c12 (stereo not drawn)	-5	86	1	4	104	-8	100	112
Cc1csc(=O)n1CC(=O)OCC(=O)Nc1ccc(F)c(F)c1	1	85	3	3	107	-4	107	109
CC(C)NC(=O)N(C)C[C@H]1Oc2ccc(NC(=O)Cn3cnnn3)cc2C(=O)N([C@H](C)CO)C[C@@H]1C	5	94	0	10	91	3	92	85
Cc1ccc(C)c(OCC(=O)Nc2ccc(S(=O)(=O)Nc3onc(C)c3C)cc2)c1	0	93	0	-1	102	6	105	99
CC(C)(C)OC(=O)N[C@@H](Cc1ccccc1)C(=O)NCC1CCC(C(=O)O)CC1 (stereo partly drawn)	-13	98	1	3	99	0	101	107
CCOc1ccccc1CNCC1CCCO1 (stereo not drawn)	3	104	-1	10	105	3	109	98
Cc1cc(C)cc(NC(=S)NCc2cccs2)c1	-3	99	24	-4	103	-1	109	109
C=CCN(c1ccccc1)S(=O)(=O)c1cccc(C(=O)Nc2nc3ccccc3[nH]2)c1	-1	97	26	0	108	1	105	100
Cc1ccc(C(=O)OCC(=O)NCc2ccco2)cc1S(=O)(=O)N1CCOCC1	21	90	-1	6	95	4	92	98
CCc1c(C)nc2ncnn2c1N1CCCC(C(=O)NCCc2ccccc2)C1 (stereo not drawn)	1	89	0	-6	100	2	112	110
CCCOc1cc(C)nc(-c2ccccc2O)n1	2	101	9	7	97	7	101	98
CSCc1c(C(=O)Nc2ccccc2N2CCOCC2)oc2ccccc12	5	92	18	-9	92	-2	95	95
COc1ccc(/C(O)=C2/C(=O)C(=O)N(CC3CCCO3)C2c2ccc(OC)c(OC)c2)cc1 (stereo not drawn)	-4	106	-1	-11	101	-4	103	102
CS(=O)(=O)N(CC(=O)N1CCN(c2ccccc2)CC1)c1cccc(Br)c1	3	105	-2	6	98	7	98	110
CC1(c2ccccc2)CC(C)(C)N2C(=O)/C(=C3\SC(=S)NC3=O)c3cccc1c32 (stereo not drawn)	-5	82	0	-5	99	-5	95	99
COc1cc(OC)cc(C(=O)NC(=S)Nc2ccc(Cl)c(C(=O)O)c2)c1	11	143	1	-7	101	1	99	99
CCCN1CCC(NC(=O)Nc2ccc(Br)cc2)CC1	4	96	-1	0	112	6	110	104
COc1ccc2cc(C(=O)/C=C/c3cc(OC)c(OC)c(OC)c3)ccc2c1	-6	85	-1	4	103	-5	103	99
CC(C)OC(=O)C1C(=O)CC(C)(O)C(C(=O)OC(C)C)C1c1ccccc1 (stereo not drawn)	10	102	-2	-3	99	4	94	112
Cc1cc2nc(-c3ccc(SCc4ccc(C#N)cc4)nc3)[nH]c2cc1C	nt	116	26	2	96	1	97	102
O=C(Cn1cc2c(n1)CCCC2)NCCc1ccccc1	2	100	-1	-3	96	0	103	98
O=C(Cn1c(=O)oc2ccccc21)Nc1ccc(F)c(F)c1	-5	93	0	-2	106	2	108	93
O=C(NCc1ccc(F)cc1)C1CC(=O)N(Cc2ccco2)C1 (stereo not drawn)	-9	94	5	0	99	-5	98	98
COc1ccc(C(=O)NCCn2ccc3ccccc32)cc1	9	107	-5	3	99	9	102	106
COc1ccc(-c2cn3cc(C)ccc3n2)cc1OC	-6	96	-22	-2	98	-8	102	102
CCOc1ccc(C2C(C#N)=C(N)N3C(=C2C#N)Sc2ccccc23)cc1 (stereo not drawn)	?	105	11	-10	103	-5	109	104
CC(=O)Nc1ccc(S(=O)(=O)NC(C)(C#N)C2CC2)cc1 (stereo not drawn)	-8	87	0	2	103	0	108	97
CC1=NNC(=O)c2ccccc2O1	0	110	10	-3	86	5	?	74
Cc1nnc(SCC(=O)Nc2nsc(-c3ccc(C(C)(C)C)cc3)n2)s1	1	103	10	3	100	2	95	96
Cc1nc2cc(NS(=O)(=O)c3ccccc3F)ccc2s1	-1	84	7	-3	102	-2	101	88
CCc1ccc(NC(=O)c2cc(CC(C)C)on2)cc1	16	90	3	7	89	3	95	96
CCCCNC(=O)[C@@H]1CSC2c3ccc(OC)c(OC)c3C(=O)N21 (stereo partly drawn)	36	92	0	9	111	-1	126	103
CC(NC(=O)COC(=O)c1ccco1)c1ccccc1 (stereo not drawn)	-14	99	1	3	104	-1	99	109
CCOC(=O)c1sc(C)c2c1NC(C)(c1cccc3ccccc13)NC2=O (stereo not drawn)	-9	116	0	-3	107	0	110	101
CCNc1nc(N)nc(Oc2ccc(OCCOc3ccccc3)nn2)n1	-8	90	1	0	99	5	103	100
O=c1[nH]c(SCc2cccc(F)c2)nc2c1CCCC2	23	115	26	0	101	-5	100	96
Cc1nc2c(C)[n+](CC(=O)c3ccccc3)ccc2n1C	-10	103	6	6	94	3	93	98
Cc1ccc(OCC(=O)Nc2ccc3c(c2)OCCO3)cc1C	9	98	0	14	95	-3	94	100
Cc1ccc(C2C=C(c3ccc4c(c3)OCO4)Nc3ncnn32)cc1 (stereo not drawn)	20	94	43	5	101	-9	112	122
CN(CC(=O)Nc1ccccc1Br)C(=O)c1sccc1-c1ccccc1	-1	95	1	-1	99	-6	105	116
Cc1ccccc1Oc1ccccc1N	-4	95	0	-1	95	-2	102	98
Cn1cc(/C=C2\SC(=S)N(NC(=O)c3ccccc3Cl)C2=O)c2ccccc21	4	119	1	-22	92	-16	93	90
COc1ccc(NC(=O)c2cc3ccccc3cc2OC)cc1OC	-5	109	5	-6	98	1	94	99
COC(=O)c1ccc(NC(=O)CN2CCOCC2)cc1	16	96	1	-14	97	0	99	99
COCC(C)NC(=O)c1ccccc1[N+](=O)[O-] (stereo not drawn)	3	112	2	0	97	3	96	88
C=CCNC(=O)c1snnc1-c1ccccc1	5	94	0	8	97	2	99	92
Cc1c(-c2ccccc2)oc2c(C(=O)OCC(=O)Nc3ccc(C(N)=O)cc3)cccc2c1=O	0	92	-2	0	102	5	107	100
COc1ccc(CNC(=O)c2cc(=O)c3cc(C)c(C)cc3o2)cc1	1	115	3	1	104	-4	100	87
COc1ccc(C(C(=O)NCc2ccccc2)N(Cc2cccs2)C(=O)c2cnccn2)cc1 (stereo not drawn)	3	68	-1	1	101	2	106	85
COc1ccc(S(=O)(=O)N(C)c2ccc(C(=O)Nc3cccnc3)cc2)cc1OC	12	95	nt	nt	108	nt	97	66
O=C(OCC(=O)N1CCOCC1)c1ccc(Cl)cc1[N+](=O)[O-]	-11	115	-1	7	104	-6	100	96
CSc1ccc(/C=N/NC(=O)c2cc(O)cc(O)c2)cc1	-7	91	9	-4	100	2	103	101
